Screening results from PubChem.
Sm TGR inh: qHTS Assay for the Inhibitors of Schistosoma Mansoni Peroxiredoxins; Schistosoma mansoni thioredoxin glutathione reductase (TGR), Q962Y6; purified TGR, DTNB reduction, TNB absorbance 405 nm; Potency, µM (highest dose often 114 µM), for the others: top-dose activity change, negative = inhibition, hits mostly inhibitors; actives 3% (n = 360,000); AID 485364, 2010; note: potency is the fitted concentration of half-maximal effect; nearly all actives have a fitted effect of over 60% in size
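First, TGR (20 nM dispensed) and NADPH were mixed with compound. Second, a 15 min room-temperature incubation followed. Third, further NADPH and then DTNB were added to start the reaction. Finally, TNB absorbance was monitored kinetically.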
AmpC inh detg: qHTS Inhibitors of AmpC Beta-Lactamase (assay with detergent) | P00811 | AmpC hydrolysis of nitrocefin, absorbance 480 nm, 0.01% Triton | Potency, µM (series often up to 114 µM), for the others: at the highest dose activity change, negative = inhibition, usual class: inhibitors | actives 0.041% (n = 370,000);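 note: potency is the fitted concentration of half-maximal effect; 0% = no-compound wells and -100% = no-enzyme wells; nearly all actives have a fitted effect of over 25% in size; some results filed as inactive show a strong effect at the top dose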
Target sequence (P00811 whole entry, looked up): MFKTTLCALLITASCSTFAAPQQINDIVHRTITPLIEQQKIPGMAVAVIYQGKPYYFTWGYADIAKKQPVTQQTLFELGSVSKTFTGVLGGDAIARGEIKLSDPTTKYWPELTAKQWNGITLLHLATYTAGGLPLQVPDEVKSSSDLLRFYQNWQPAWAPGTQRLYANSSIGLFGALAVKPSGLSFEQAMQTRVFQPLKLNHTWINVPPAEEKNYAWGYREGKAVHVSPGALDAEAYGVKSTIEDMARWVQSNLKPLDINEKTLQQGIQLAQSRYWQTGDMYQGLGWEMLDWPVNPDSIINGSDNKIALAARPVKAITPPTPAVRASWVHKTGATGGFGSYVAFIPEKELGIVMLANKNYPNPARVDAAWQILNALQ
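20 mM phosphate pH 7.0 + 0.01% (detergent screen) or 0.0001% Triton X-100; 5.3 nM AmpC reagent; cpd preinc 15 min RT; nitrocefin (800 uM stock) to start; A480 q20 s × 4 min; Activity was normalised to no-enzyme and no-compound control wells.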
AmpC inh no detg: qHTS Inhibitors of AmpC Beta-Lactamase (assay without detergent); P00811; AmpC nitrocefin hydrolysis, absorbance 480 nm, 0.0001% Triton; Potency, µM (doses to about 57.1 µM), for inactives: at the highest dose activity change, negative = inhibition, hits mostly inhibitors; actives 0.52% (n = 330,000); AID 485341, 2010;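 note: potency is the fitted concentration of half-maximal effect; plate controls were no compound for no effect and no enzyme for full effect; nearly all actives have a fitted effect of over 20% in size; some results filed as inactive show a strong effect at the top dose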
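20 mM phosphate pH 7.0 + 0.01% (detergent screen) or 0.0001% Triton X-100; 5.3 nM AmpC reagent; cpd preinc 15 min RT; nitrocefin (800 uM stock) to start; A480 q20 s × 4 min; Activity was normalised to no-enzyme and no-compound control wells.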
HCMV inh: qHTS Assay for inhibitors of the human cytomegalovirus (HCMV). HFF cells, HCMV-luciferase reporter, 72 h; active compounds read low. actives 4.5% (n = 410,000). activity change, negative = inhibition, % at 57.5 µM; in the data active = activity change below about -60%; inconclusive = no clear call, values can overlap the other calls; inactive = above about -39%
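Luciferase read-out from HCMV-luciferase-infected HFFs (MOI 1 PFU/cell) 72 h post infection at 37C; compounds added after 16 h cell attachment; activity normalized between buffer-only basal and Salinomycin (10uM) inhibitor controls.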
Giardia FBPA inh: qHTS Assay for Inhibitors of Fructose-1,6-bisphosphate Aldolase from Giardia Lamblia | purified Giardia FBPA | Potency, µM (doses to about 59.6 µM), without a hit: at the top dose activity, negative = inhibition, most hits filed as inhibitors | actives 0.71% (n = 290,000) | AID 2451, 2010; note: potency is the fitted concentration of half-maximal effect; nearly all actives have a fitted effect of over 55% in size
Target sequence (A8B2U2 whole entry, looked up): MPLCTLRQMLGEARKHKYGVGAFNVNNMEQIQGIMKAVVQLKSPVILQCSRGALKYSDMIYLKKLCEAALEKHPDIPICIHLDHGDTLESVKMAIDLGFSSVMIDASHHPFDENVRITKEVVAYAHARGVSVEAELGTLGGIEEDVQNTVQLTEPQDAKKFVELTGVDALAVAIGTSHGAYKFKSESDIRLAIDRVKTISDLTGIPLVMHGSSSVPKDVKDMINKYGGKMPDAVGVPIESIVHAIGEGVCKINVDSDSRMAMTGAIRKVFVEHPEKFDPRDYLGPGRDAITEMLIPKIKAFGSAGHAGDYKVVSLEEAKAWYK
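40 nM FBPA preincubated 10 min at RT with compound (up to 57.5 uM final), then substrate plus GAPDH/TPI/NAD/arsenate coupling and diaphorase/resazurin added. Fluorescence read after 20 min at RT, 525/598 nm.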
HCV inhibitor: qHTS Assay for Inhibitors of Hepatitis C Virus (HCV) | Huh7.5.1 HCVcc-Cre infection, luciferase reporter, 44 h | Potency, µM (doses to about 41.8 µM), for the others: at the highest dose activity change, negative = inhibition, most hits filed as inhibitors | actives 3.4% (n = 340,000); note: potency is the fitted concentration of half-maximal effect
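Luciferase read-out (15 sec integration) after a 15 min room-temperature substrate step quantifies HCVcc-Cre infection. Cells, 1,000 per well, had compound added 4 h post-plating, then virus at ~0.5 moi, and were cultured 44 h.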
Numbers without * were called inactive; ? = inconclusive; . = not tested or not shown; & = joins results of further samples; [ ] = another dose, or the depositor's remark. Unless noted, calls come from the whole dose curve; as a rule, active = well fitted curve in the direction sought with a large enough effect; inconclusive = small, poorly fitted or top-dose-only effect, or another doubt; inactive = no such curve, though single readings can be large; an effect the other way counts as inactive or inconclusive. Unless noted, % is set by controls: 0 for no effect and ±100 for the full control effect. No enrichment for hits; overall some 9.9% were active at least once.

Key to letters: A = Sm TGR inh; B = AmpC inh detg; C = AmpC inh no detg; D = HCMV inh; E = Giardia FBPA inh; F = HCV inhibitor
CCCn1c(SC(C)C(=O)NC2CC2)nnc1-c1ccncc1 (configuration not stated)
  A: 4%; B: 6%; C: -22%; D: -25; E: .; F: 2%
CCOc1ccc2nc(NC(=O)c3nc(SC)ncc3Cl)sc2c1
  A: 3%; B: 16%; C: .; D: -10; E: .; F: .
CCCN1CCN(C(=O)Nc2cccc(C(F)(F)F)c2)CC1
  A: .; B: -1%; C: -11%; D: -18; E: 4%; F: -3%
CC(OC(=O)CCCc1nc2ccccc2s1)C(=O)NC(N)=O (configuration not stated)
  A: 2%; B: 5%; C: -5%; D: -33; E: -17%; F: ?
Cc1ccc(-c2nnn(CC(=O)N(c3cccc(F)c3)C(C(=O)NC3CCCC3)c3ccncc3)n2)o1 (configuration not stated)
  A: 3%; B: ?; C: 1%; D: -30; E: 16%; F: 11%
O=C(c1ccc[nH]1)N1O[C@@H]2C=C[C@H]1C2
  A: .; B: .; C: -10%; D: 6; E: .; F: 14%
COc1ccc(C(=O)Nc2cccc(-c3ccc4nncn4n3)c2)cc1
  A: 0%; B: -1%; C: -45%; D: 0; E: -7%; F: -17%
CC(=O)c1ccc(NC(=O)CSc2ccsc2[N+](=O)[O-])cc1
  A: -22%; B: -19%; C: 4.5µM*; D: -25; E: 0%; F: -8%
CC(NC(=O)c1cn(C)c2ccc(S(=O)(=O)N3CCCC3)cc2c1=O)c1ccc2c(c1)OCCO2 (configuration not stated)
  A: -4%; B: 4%; C: -11%; D: -20; E: -8%; F: -20%
CNc1nc(-c2ccc3c(c2)CCN3S(=O)(=O)c2ccccc2)c(C)s1
  A: 0%; B: -4%; C: -36%; D: -40; E: -4%; F: ?
Cc1oc(C(C)(C)C)cc1C(=O)Nc1cccc(/C=C/C(=O)O)c1
  A: -14%; B: ?; C: -23%; D: 55; E: 13%; F: -2%
CCOC(=O)N1CCC(=NNc2ccc(S(=O)(=O)N3CCOCC3)cc2[N+](=O)[O-])CC1
  A: -23%; B: 0%; C: 13%; D: 5; E: 2%; F: -4%
O=C(CSc1ncc(-c2ccccc2)[nH]1)Nc1ccc(F)cc1F
  A: 3%; B: 12%; C: .; D: -18; E: .; F: .
Cn1c(=O)oc2cc(S(=O)(=O)N3CCC(C(=O)N4CC=C(c5ccccc5)CC4)CC3)ccc21
  A: -25%; B: ?; C: 73%[activator]; D: -73*; E: -24%; F: -8%
O=C(NCCCc1nc2ccccc2[nH]1)c1ccc(F)cc1
  A: 1%; B: -7%; C: -6%; D: 16; E: 3%; F: 16%
Cc1cccnc1NC(=S)NC(=O)/C=C/c1ccco1
  A: ?; B: -2%; C: -23%; D: 45; E: -24%; F: 19%
CCOC(=O)C1CCCN(S(=O)(=O)c2ccc(N3CCCCS3(=O)=O)cc2)C1 (configuration not stated)
  A: 45%[activator]; B: 16%; C: .; D: 5; E: .; F: .
S=c1[nH]cc(-c2ccc(Cl)cc2)n1-c1ccccc1
  A: 3%; B: 1%; C: -42%; D: 9; E: 7%; F: 0%
O=C(OCn1ncc(Br)c(Br)c1=O)c1ccccc1Cl
  A: 1.3µM*; B: -2%; C: -34%; D: .; E: 0%; F: ?
CC(C)(C)c1ccc(OC2=CS(=O)(=O)c3ccccc32)cc1
  A: 3%; B: -14%; C: -12%; D: -28; E: 6%; F: -5%

Single entries from the entries so far:
Sm TGR inh with CC(C)(C)c1ccc(OC2=CS(=O)(=O)c3ccccc32)cc1 = 3%
Sm TGR inh with CCOC(=O)N1CCC(=NNc2ccc(S(=O)(=O)N3CCOCC3)cc2[N+](=O)[O-])CC1 = -23%
HCMV inh with Cc1oc(C(C)(C)C)cc1C(=O)Nc1cccc(/C=C/C(=O)O)c1 = 55
AmpC inh detg with S=c1[nH]cc(-c2ccc(Cl)cc2)n1-c1ccccc1 = 1%

Further results.
Key to letters: A = Sm TGR inh; B = AmpC inh detg; C = AmpC inh no detg; D = HCMV inh; E = Giardia FBPA inh; F = HCV inhibitor
COc1ccc(-c2cc(=O)oc3cc(OCC(=O)c4cccc([N+](=O)[O-])c4)ccc23)cc1
  A: 3%; B: ?; C: -17%; D: -26; E: 5%; F: -14%
O=C(Nc1nnc(COc2ccccc2)s1)C1CCN(S(=O)(=O)c2ccc(Cl)cc2)CC1
  A: -1%; B: 0%; C: -14%; D: -7; E: 7%; F: ?
O=[N+]([O-])c1c(NCCCO)cc(Sc2nc3ccccc3s2)c2nonc12
  A: -8%; B: -2%; C: -14%; D: .; E: ?; F: -27%
Cc1cccc(-n2c(O)c(/C=C/C=Nc3ccccc3)c(=O)[nH]c2=O)c1
  A: -4%; B: -11%; C: -22%; D: 4; E: -12%; F: 31%[activator]
CC(C(=O)Nc1ccc(S(=O)(=O)N2CCCC2)cc1)N(C)CC(=O)Nc1cccc(F)c1 (configuration not stated)
  A: .; B: .; C: -16%; D: 16; E: .; F: ?
CCc1ccc2c(CN3CC=C(c4ccccc4)CC3)cc(=O)oc2c1
  A: -1%; B: 2%; C: -41%; D: -35; E: -10%; F: -7%
Cc1onc(-c2c(Cl)cccc2Cl)c1C(=O)NC(=S)N1CCOCC1
  A: -12%; B: -7%; C: -21%; D: -14; E: 4µM*; F: 13%
O=S(=O)(NCC(O)c1ccccc1)c1ccc(-c2ccccn2)s1 (configuration not stated)
  A: 1%; B: -4%; C: -12%; D: 6; E: 4%; F: ?
Cc1oc(-c2ccc(Cl)cc2)nc1CN1CCCC(C(=O)N2CCN(C(=O)c3ccco3)CC2)C1 (configuration not stated)
  A: ?; B: -19%; C: 136%[activator]; D: -39; E: 6%; F: 2µM*
COc1ccc2c(c1)[nH]c1c(=O)n(CCN3CCCC3)cnc12
  A: 8%; B: ?; C: -26%; D: 30; E: -13%; F: -12%
CC(=O)Nc1ccc(N2C(=O)c3cccc(NC(C)=O)c3C2=O)cc1
  A: -7%; B: -8%; C: -19%; D: -12; E: 5%; F: 17%
COc1cc(/C=N/NC(=O)c2cccc([N+](=O)[O-])c2)cc(OC)c1O
  A: -12%; B: -4%; C: -25%; D: -28; E: -4%; F: 12%
O=C(COc1coc(CN2CCCc3ccccc32)cc1=O)Nc1ccccc1
  A: -9%; B: -24%; C: -18%; D: 27; E: .; F: ?
C=CCn1c(=NC(=O)c2cc(Cl)sc2Cl)sc2cc(S(N)(=O)=O)ccc21
  A: -8%; B: -10%; C: -36%; D: -8; E: 0%; F: 0%
Cc1noc(C)c1COC(=O)CCc1nc2ccccc2c(=O)[nH]1
  A: 0%; B: -14%; C: -15%; D: 17; E: 5%; F: 12%
N#C/C(=C\c1ccccn1)c1nc2ccccc2s1
  A: ?; B: 2%; C: -16%; D: -27; E: -13%; F: 14%
CC(C)c1ccc(NC2CCCN(C(=O)c3ccc(N4CCOCC4)cc3)C2)cc1 (configuration not stated)
  A: -4%; B: 1%; C: 135%[activator]; D: -31; E: .; F: ?
Cc1cc(NC(=O)CCC(=O)N(CC(=O)NC2CCCC2)c2ccc(F)c(Cl)c2)no1
  A: -11%; B: -10%; C: 41%; D: -1; E: -4%; F: 9%
CCCCS(=O)(=O)N1CCCC(C(=O)NCC2CCCO2)C1 (configuration not stated)
  A: -9%; B: ?; C: -2%; D: -37; E: -3%; F: -17%
CC(C)CC(=O)NCC(c1ccc2c(c1)OCO2)N1CCN(c2ccccc2)CC1 (configuration not stated)
  A: 37%[activator]; B: 4%; C: .; D: 19; E: .; F: .

One compound at a time, from the list above. Screens in order: Sm TGR inh, AmpC inh detg, AmpC inh no detg, HCMV inh, Giardia FBPA inh, HCV inhibitor
Cc1cc(NC(=O)CCC(=O)N(CC(=O)NC2CCCC2)c2ccc(F)c(Cl)c2)no1 across the screens: -11%, -10%, 41%, -1, -4%, 9%
CCCCS(=O)(=O)N1CCCC(C(=O)NCC2CCCO2)C1 (configuration not stated) across the screens: -9%, ?, -2%, -37, -3%, -17%

New compounds follow:
Key to letters: A = Sm TGR inh; B = AmpC inh detg; C = AmpC inh no detg; D = HCMV inh; E = Giardia FBPA inh; F = HCV inhibitor
CN1C(CC(=O)c2ccccc2)CCCC1CC(O)c1ccccc1 (configuration not stated)
  A: 1%; B: -9%; C: -8%; D: -14; E: 5%&0%; F: -27%
COc1ccc(NC(=O)c2ccc(S(=O)(=O)N3CC(C)OC(C)C3)cc2)cc1 (configuration not stated)
  A: .; B: .; C: 1%; D: -16; E: .; F: ?
CC(=O)NC(CCCCNC(=S)NC1CCCCC1)C(=O)O (configuration not stated)
  A: .; B: 2%; C: -8%; D: 2; E: -4%; F: 6%
CCC(=O)Nc1ccc(NC(=S)NC(=O)c2cc3ccccc3o2)cc1
  A: 3%; B: 2%; C: -16%; D: -26; E: -4%; F: 8%
O=C(CSc1nnc(COc2ccc(Cl)cc2)n1Cc1ccco1)c1ccccc1F
  A: -6%; B: 1%; C: -18%; D: -3; E: 4%; F: ?
CCOC(=O)C1(CCOC)CCN(Cc2cccc(OCc3ccccc3)c2)CC1
  A: 7%; B: ?; C: 113%[activator]; D: ?; E: 4%; F: ?
COc1ccc(NC(=O)C(=O)NCC2CCCN2S(=O)(=O)c2cc(C)ccc2C)cc1 (configuration not stated)
  A: 8%; B: ?; C: -17%; D: -29; E: .; F: ?
CCc1ccccc1NC(=S)N(Cc1ccc(C(=O)O)cc1)Cc1ccc(OC)c(OC)c1
  A: -9%; B: -9%; C: -3%; D: -21; E: 2%; F: 14%
Cc1ccc(NS(=O)(=O)c2cccc3cccnc23)c(Br)c1
  A: 9%; B: 1%; C: -30%; D: -82*; E: -18%; F: -4%
O=C(O)c1cccc(NC(=O)c2cccc(S(=O)(=O)Nc3cccc(F)c3)c2)c1
  A: -14%; B: -5%; C: .; D: 33; E: .; F: .
CC(C)CC(=O)N1CCC(O)(CS(=O)(=O)c2ccc(Cl)c(Cl)c2)CC1
  A: -2%; B: ?; C: 4%; D: -37; E: 4%; F: 4%
N#Cc1c(-c2cccs2)nc(SCc2ccc(Cl)cc2)[nH]c1=O
  A: 2%; B: 3%; C: 27%; D: 77; E: 28%; F: -19%
COc1cc([N+](=O)[O-])ccc1NC(=O)CCCOc1cccc(C)c1
  A: -15%; B: 1%; C: -22%; D: -1; E: -2%; F: -22%
Cc1cccc(NC(=O)C23CCC(C)(C(=O)O2)C3(C)C)c1 (configuration not stated)
  A: 5%; B: 3%; C: -40%; D: 1; E: 3%; F: 26%
Cc1ccc(C)c(S(=O)(=O)NCc2ccc(C(=O)N3CCN(C)CC3)cc2)c1
  A: -19%; B: -4%; C: 19%; D: 10; E: 2%; F: 5%
COc1ccc(S(=O)(=O)Nc2ccc3c(c2)OCCO3)cc1OC
  A: -25%; B: 1%; C: -16%; D: -21; E: 11%; F: 4%
